Source: PubChem BioAssay (several laboratories)
Yeast superoxide: yeast age-related superoxide inhibition as caloric restriction mimetic; superoxide response (% of plate mean), % at 10 µM; S. cerevisiae aged cells, superoxide DHE fluorescence; active compounds read low; AID 2690; actives 0.18% (n = 330,000);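 active = superoxide response under a set limit, about three screen SD below normal, cut at about 65% in these data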;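 note: yeast aged for seven days with compound at 30 °C before DHE staining; 100% = average MFI of all compound-treated wells on the plate with controls excluded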
EBNA-1 inhibitor: blocks EBNA-1 binding to DNA. actives 0.34% (n = 300,000). inhibition, % at 14.8 µM. EBNA-1 DNA binding, fluorescence polarization; in the data active = inhibition above about 28%
GLD-1 TGE inh: GLD-1-TGE RNA interaction inhibition (C. elegans) | purified GLD-1 + fluorescein TGE RNA, fluorescence polarization | inhibition, % at 5.96 µM | Q17339 | actives 0.44% (n = 320,000);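 active = percent inhibition above a per-plate cutoff, the plate mean of test compounds plus 3 SD, cut at about 30% in these data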;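 note: 0% = DMSO wells with GLD-1 and probe and 100% = wells lacking GLD-1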
Target sequence (Q17339 whole entry, looked up): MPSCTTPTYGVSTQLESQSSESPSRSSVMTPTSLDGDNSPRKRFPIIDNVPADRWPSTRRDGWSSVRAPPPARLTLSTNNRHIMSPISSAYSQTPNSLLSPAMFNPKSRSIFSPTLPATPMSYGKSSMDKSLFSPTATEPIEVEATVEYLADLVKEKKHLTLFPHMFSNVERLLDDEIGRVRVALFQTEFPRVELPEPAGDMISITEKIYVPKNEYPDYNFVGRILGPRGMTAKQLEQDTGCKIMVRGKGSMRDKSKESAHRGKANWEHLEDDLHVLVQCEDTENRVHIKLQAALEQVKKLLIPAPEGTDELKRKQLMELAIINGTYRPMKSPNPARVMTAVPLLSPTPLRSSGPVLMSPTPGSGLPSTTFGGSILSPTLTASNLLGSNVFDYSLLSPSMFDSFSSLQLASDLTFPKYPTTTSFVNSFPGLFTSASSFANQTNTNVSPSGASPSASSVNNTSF
Fam108B counter: Fam108B inhibition, counter-screen for RBBP9 inhibitors. actives 0.33% (n = 300,000). recombinant Fam108B, FP-Rh probe fluorescence polarization. AID 1947. inhibition, % at 9.51 µM;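 active = inhibition above the screen mean inhibition plus 3 SD, computed separately per campaign, cut at about 18% in these data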;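 note: inhibitors lower polarization as less probe binds the enzyme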
Efflux pump inh: blocks antifungal efflux pumps in multiplex yeast assay | S. cerevisiae Candida pump triplex, Nile Red efflux | inhibition, % at 10 µM | actives 0.44% (n = 330,000) | AID 485275;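 active = plate passing quality check with inhibition over a set limit, or well fluorescence over plate mean plus 4 SD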;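 note: Nile Red retained in pooled yeast measured as flow cytometry median fluorescence; 0% = buffer negative control and 100% = Enniatin B positive control; higher means more Nile Red kept so more efflux inhibition; some compounds called inactive have numbers as strong as hits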
ZTA DNA inh: blocks Epstein-Barr virus ZTA, an EBNA-1 counter-screen | ZTA-DNA binding, fluorescence polarization | P03206 | actives 0.15% (n = 320,000) | inhibition, % at 11 µM; in the data active = inhibition above about 33%
BCLXL inh: blocks human Bcl-xL binding to Bim BH3 peptide | GST-Bcl-xL / FITC-Bim BH3 peptide fluorescence polarization | actives 0.7% (n = 320,000) | inhibition, % at 10.9 µM;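 active = inhibition above the mean of all tested compounds plus 3 SD, cutoff set per campaign, cut at about 30% in these data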;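 note: 0% = DMSO wells and 100% = unlabeled Bim-BH3 peptide competitor; inhibitors lower millipolarization by displacing the labeled peptide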
Target sequence (Q07817 whole entry, looked up): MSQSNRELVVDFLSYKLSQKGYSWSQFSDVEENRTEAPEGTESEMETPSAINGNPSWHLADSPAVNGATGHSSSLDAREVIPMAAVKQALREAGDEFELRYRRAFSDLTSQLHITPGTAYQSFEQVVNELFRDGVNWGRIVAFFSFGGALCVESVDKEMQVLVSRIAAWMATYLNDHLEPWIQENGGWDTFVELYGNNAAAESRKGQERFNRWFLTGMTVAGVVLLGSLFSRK
MEX-5 binding: C. elegans MEX-5 TCR-2 RNA binding activity | Q9XUB2 | MEX-5/FITC-TCR2 RNA binding, fluorescence polarization; active compounds read low | activity score (negative = inhibition of binding), % at 10 µM | actives 0.38% (n = 300,000) | AID 1832;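 active = inhibition past about -25% in most replicates, and total fluorescence under double the plate's negative control median, limit read from the data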;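 note: 0% = DMSO and -100% = 5 µM competing unlabeled TCR2 RNA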
MCL1 BIM primary: MCL1-BIM-BH3 interaction inhibition (human); Q07820; GST-MCL1 / FITC-Bim-BH3 fluorescence polarization; inhibition, % at 10.9 µM; actives 0.68% (n = 320,000);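 active = inhibition above the mean inhibition of all tested compounds plus 3 SD, set per campaign, cut at about 40% in these data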;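 note: 0% = DMSO wells and 100% = unlabeled Bim-BH3 peptide control; higher means more loss of mP so more displacement of Bim peptide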
Target sequence (Q07820 whole entry, looked up): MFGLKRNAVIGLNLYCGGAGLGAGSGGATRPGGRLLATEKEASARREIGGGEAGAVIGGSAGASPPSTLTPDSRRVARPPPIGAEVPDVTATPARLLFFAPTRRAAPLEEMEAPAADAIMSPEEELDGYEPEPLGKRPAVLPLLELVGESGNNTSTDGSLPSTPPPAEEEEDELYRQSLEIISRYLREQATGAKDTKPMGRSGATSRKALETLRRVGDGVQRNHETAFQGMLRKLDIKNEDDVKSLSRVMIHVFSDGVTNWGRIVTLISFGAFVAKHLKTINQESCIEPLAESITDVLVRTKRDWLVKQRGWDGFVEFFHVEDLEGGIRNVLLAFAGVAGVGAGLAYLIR
The depositor's hits bear a star; x = no result given.

SMILES	Yeast superoxide	EBNA-1 inhibitor	GLD-1 TGE inh	Fam108B counter	Efflux pump inh	ZTA DNA inh	BCLXL inh	MEX-5 binding	MCL1 BIM primary
O=C1OCC(Cn2c3ccccc3c3ccccc32)O1 (centres undefined)	91	9	3	-1	-0.2	-4	-12	0.1	-11
COc1ccc(CC(=O)Nc2c3c(nn2-c2cccc(C)c2C)CS(=O)C3)cc1 (centres undefined)	98	6	-8	-1	-0.1	9	3	-4.1	0
COC(=O)CCCNC(=O)c1ccc(OC2CCN(CCc3ccccc3)CC2)cc1	109	-6	7	0	0.0	-8	4	-0.9	15
O=C(N/N=C/c1ccc(OC(=O)c2cccs2)cc1)c1ccccn1	106	0	7	-3	0.0	4	2	-3.8	2
Cc1cc(C)cc(-n2c(C)cc(C=C(C#N)C#N)c2C)c1	103	4	2	4	0.0	11	0	0.3	-1
Cc1onc(-c2ccccc2Cl)c1C(=O)N1CCN(c2nc3ccccc3s2)CC1	109	-25	4	-1	0.1	3	7	0.4	3
COc1cccc(-c2nnc(SCC(=O)OC(C)C)n2Cc2ccco2)c1	104	-10	9	-2	0.0	-10	-8	-0.9	0
COc1ccccc1Oc1ccc(NC(=O)Cc2ccccc2)cc1	92	9	4	-1	-0.1	8	8	5.9	-1
CC(C)CC(=O)Nc1ccc([N+](=O)[O-])cc1Cl	99	10	2	4	0.1	2	-2	2.0	-12
COC(=O)c1ccc(COC(=O)c2ccc(-n3cnnn3)cc2)o1	117	-2	1	0	0.4	6	-1	-1.1	-1
O=C(CCNS(=O)(=O)c1cccc2nsnc12)N1CC(=O)N(CCc2ccccc2)C(=O)C1	109	5	4	-3	0.1	1	3	-1.3	6
COc1ccccc1N1CCN(C(=O)c2cccc(S(=O)(=O)NCc3cccnc3)c2)CC1	105	x	1	x	-0.1	-1	-1	x	-2
COc1nccnc1NS(=O)(=O)c1ccc(NC(=S)NC(=O)c2cccc(F)c2)cc1	110	2	-4	-4	-0.4	10	8	1.0	17
CCn1c(=O)cc(SCC(=O)NCCC2=CCCCC2)c2ccccc21	85	-6	5	3	-0.1	-3	10	-1.7	10
O=c1c2ccccc2nc2n1CCCN2	81	-3	1	4	0.3	11	4	0.2	6
Nc1ccccc1Sc1cc(Cl)nnc1Cl	92	5	3	-4	-0.1	4	2	1.8	2
O=C(NCCN1C(=O)S/C(=C\c2ccc(Cl)c([N+](=O)[O-])c2)C1=O)C1=COCCO1	97	10	5	-3	0.0	9	-2	-0.1	-7
CC(C)C(C(=O)NC1=NCCS1)c1ccc(Cl)cc1 (centres undefined)	93	7	-1	3	-0.1	0	3	0.4	6
Cc1ccnc(NC(=O)COC(=O)c2ccc(F)cc2F)n1	131	-4	8	-12	-0.1	0	11	-6.9	17
COc1ccc(C(C(=O)NC2CCCCC2)N(C(=O)c2ccccn2)c2cccnc2)cc1 (centres undefined)	100	0	12	-1	-0.1	-24	1	-1.5	7
COc1ccc(C(c2nnnn2Cc2cccs2)N2CCN(c3ccccc3)CC2)cc1OC (centres undefined)	97	-14	4	-2	-0.1	-6	0	2.0	-9
COc1cc(OC)cc(C(=O)OCC(=O)c2ccc(S(=O)(=O)N3CCCCC3)cc2)c1	106	x	2	x	0.5	-15	3	x	-4
COc1cc2c(cc1OC)CN(C(=O)c1cc(=O)c3ccccc3o1)CC2	103	-4	1	-2	0.1	-4	5	1.6	7
C=CCOc1c(Br)cc(CNn2nnnc2N)cc1OC	99	2	-2	1	0.0	-1	5	-1.3	6
O=C(Cn1nnc2ccccc2c1=O)Nc1ccc(S(=O)(=O)N2CCOCC2)cc1	105	-1	0	-6	0.2	9	-4	2.2	-19

2 records picked at random from those above:
SMILES	Yeast superoxide	EBNA-1 inhibitor	GLD-1 TGE inh	Fam108B counter	Efflux pump inh	ZTA DNA inh	BCLXL inh	MEX-5 binding	MCL1 BIM primary
Nc1ccccc1Sc1cc(Cl)nnc1Cl	92	5	3	-4	-0.1	4	2	1.8	2
COc1ccc(C(C(=O)NC2CCCCC2)N(C(=O)c2ccccn2)c2cccnc2)cc1 (centres undefined)	100	0	12	-1	-0.1	-24	1	-1.5	7

New compounds follow:
SMILES	Yeast superoxide	EBNA-1 inhibitor	GLD-1 TGE inh	Fam108B counter	Efflux pump inh	ZTA DNA inh	BCLXL inh	MEX-5 binding	MCL1 BIM primary
CCN1CCN(C(=O)CN(c2ccc(C)cc2)S(C)(=O)=O)CC1	105	1	3	0	-0.1	13	8	0.2	-1
Cc1cccc(COc2coc(CN3CCN(C(=O)c4ccco4)CC3)cc2=O)c1	85	3	-2	-2	0.1	16	7	-1.8	4
CC(C)[C@H](NC(=O)OCc1ccccc1)C(=O)OCc1ccccc1	92	2	4	-6	0.5	-3	3	1.1	-2
COc1ccc(C2c3ccc(O)cc3Oc3ncn4nc(-c5ccncc5)nc4c32)cc1OC (centres undefined)	82	11	2	-26	-0.1	1	-2	0.1	2
O=C(COC(=O)c1ccc(-n2cnnn2)cc1)Nc1cc(Cl)ccc1F	87	x	7	x	-0.3	-8	0	x	-2
CCc1ccc(NC(=O)C(C)OC(=O)c2ccc(N3CCCC3)c([N+](=O)[O-])c2)cc1 (centres undefined)	102	11	7	4	0.0	-4	0	-1.1	-3
Cc1ccc(C)c(NC(=O)CN2C(=O)CNC2=O)c1	85	-5	-4	-1	0.2	10	-5	1.5	-5
Cc1ccc(S(=O)(=O)CCC(=O)NCCN2C(=O)S/C(=C\c3ccccc3)C2=O)cc1	102	-4	2	-3	0.1	-6	3	-0.3	7
O=C(O)c1cccc(S(=O)(=O)N2CCSCC2)c1	107	-5	-4	-3	0.0	-2	1	0.1	4
CCN(CC)C(=O)CSc1nc(-c2ccco2)cc(C(F)(F)F)c1C#N	102	-15	4	1	0.1	9	0	-1.6	4
NC(=O)C1CCN(C(=O)CN(c2ccc3c(c2)OCCO3)S(=O)(=O)c2ccccc2)CC1	99	-13	-4	4	0.1	14	0	-5.6	2
Cc1nc2ccc(S(=O)(=O)NCC(=O)N3CCN(c4ccccc4)CC3)cc2s1	93	2	1	1	-0.1	-6	2	-0.4	-4
CCn1c(SCc2nc3cc(OC)c(OC)cc3c(=O)[nH]2)nc2ccccc21	97	4	7	-3	0.5	10	-2	-1.3	-5
Cc1cccc2cc(CNC3CCCC3)c(Cl)nc12	98	8	5	1	-0.1	0	0	2.1	2
CS(=O)(=O)Cc1ccc(C(=O)N(CCc2ccccc2)Cc2ccccc2)cc1	96	7	1	0	0.1	3	-5	0.5	-8
O=C(CSc1nnc(CNC(=O)c2ccccc2)o1)NCc1ccco1	125	-3	-1	2	0.2	6	-7	0.1	4
Fc1ccc(-c2nc3ccncc3[nH]2)cc1	106	-4	2	1	0.1	-10	4	1.0	2
COc1ccc2c(c1)C1(Nc3ccccc3C(=O)N1c1ccccc1)C(=O)N2 (centres undefined)	89	0	1	-5	0.0	4	3	-1.7	6
O=C(CN1CCOCC1)Nc1nc(-c2ccc3c(c2)CCN3S(=O)(=O)c2ccccc2)cs1	112	-9	-1	-1	0.1	1	0	-0.8	3
CCC(=O)Nc1ccc(-n2nnnc2SCC(=O)NNC(=O)c2ccco2)cc1	109	-12	1	-2	-0.1	-9	-7	-2.3	3
COC(=O)c1sccc1NC(=O)/C=C/c1ccc(Cl)cc1Cl	85	1	-3	-3	-0.3	9	4	0.6	-3
Cn1cnnc1SCC(=O)Nc1cccc(S(=O)(=O)N2CCCCCC2)c1	85	0	-9	1	0.3	-3	5	-0.2	5
C/C=C/C=C/C(=O)[C@@H]1[C@@H]([C@]2(C)OC(=O)C(C)=C2O)[C@H]2/C(=C(O)/C=C/C=C/C)C(=O)[C@]1(C)C(=O)C2(C)O (some centres undefined)	101	4	0	-3	-0.2	25	6	-4.6	18
CC(C)n1nnnc1SCC(=O)N1CCOCC1	108	6	2	1	0.0	-5	8	-0.9	1
Cc1cc(C(=O)OC(C)C(=O)NC2CCCCC2)c(C)o1 (centres undefined)	92	x	5	x	0.1	6	1	x	6
(continued)
SMILES	Yeast superoxide	EBNA-1 inhibitor	GLD-1 TGE inh	Fam108B counter	Efflux pump inh	ZTA DNA inh	BCLXL inh	MEX-5 binding	MCL1 BIM primary
COc1cc(/C=N/NC(=O)c2cccc(S(=O)(=O)N3CCOCC3)c2)cc(OC)c1O	97	8	-2	-2	-0.1	21	5	0.3	4
Cc1c(Cl)cccc1NC(=O)c1ncn[nH]1	77	-3	7	3	-0.3	-12	2	1.5	7
Cn1cnc2c1c(=O)[nH]c(=O)n2Cc1ccccc1	98	-4	-3	-2	0.0	3	3	-2.8	0
CCCCCCn1c(-c2ccco2)nc2oc3cc(OC)ccc3c(=O)c2c1=O	114	-1	4	-4	0.0	-2	7	-3.6	12
COc1ccccc1-n1c(SC)nc(O)cc1=O	93	13	1	0	-0.1	23	3	-2.8	-1
COc1ccc(N2CCN(Cc3nc(Cc4cccc(F)c4)no3)C(C)C2)cc1 (centres undefined)	103	3	0	-1	-0.1	13	6	2.1	3
CC(C)(C)C1CCc2c(C(=O)NNC(=O)/C=C/C(=O)O)csc2C1 (centres undefined)	111	-7	-2	-3	0.0	-11	11	1.3	7
O=C(O)CCCC(=O)Nc1ccn(-c2ccccc2)n1	111	-1	3	-4	0.4	-1	2	1.4	-2
CCOC(=O)N1CCN(C(=O)c2cc3c(=O)n4cccc(C)c4nc3s2)CC1	111	9	0	3	0.4	9	1	0.2	1
COC(=O)C/C(C)=N/Nc1ccc(S(=O)(=O)N2CCCC2)cc1[N+](=O)[O-]	102	-11	8	3	0.0	-7	2	1.9	0
CC(C)(C)c1ccc(-n2ncc3c2CCCC3NC(=O)C2=NNC(=O)CC2)cc1 (centres undefined)	98	1	4	2	-0.1	11	4	0.9	3
O=C(Cn1c(=O)n(-c2cccc(Cl)c2)c(=O)n1CC(=O)N1CCCCC1)N1CCCCC1	96	2	1	-2	-0.1	9	3	-2.6	4
CC1CCN(C(=O)C2CCC(CNc3c(N4CCCCC4)c(=O)c3=O)CC2)CC1 (centres undefined)	106	2	-2	-1	0.0	6	4	-4.0	16
Cc1ccc(S(=O)(=O)N(CC(O)CN2C(=O)NC(C)(C)C2=O)c2cccc(C)c2)cc1 (centres undefined)	93	-1	5	1	0.0	-2	7	x	2
CCOC(=O)c1c(C)nc2c(C)cccn12	96	-4	-8	6	-0.1	-4	2	1.8	2
N/C(CC(=O)Nc1ccc(F)c(Cl)c1)=N\OC(=O)c1cccs1	104	-11	3	-3	0.5	-20	1	-0.6	-2
COc1ccc(NC(=O)COC(=O)/C=C/c2cnc3ccccc3n2)cc1	73	12	-2	1	-0.1	0	7	-0.1	-1
CC1CCC/C(=N\NC(=S)NCc2ccccc2)C1 (centres undefined)	86	-4	7	5	-0.1	1	-2	3.1	5
CCS(=O)(=O)Nc1cccc(C(=O)O)c1	123	-2	6	-1	0.0	2	2	2.1	-6
CCCOc1ccc(C(=O)NC(C)C(=O)O)cc1 (centres undefined)	95	12	9	-1	-0.2	7	0	-2.3	1
Cc1cc(-c2ccccc2)nc(N2CCC(C(=O)NC(C)C)CC2)n1	91	-1	2	0	0.0	-7	-5	-1.8	-2
CCS(=O)(=O)c1ccc(O)c(NC(=O)Nc2ccccc2OC)c1	87	1	7	1	0.0	-1	3	0.0	5
O=C(Nc1ccc2c(c1)OCO2)c1cnccn1	93	1	4	-1	-0.1	13	0	-0.2	-3
COc1ccc(O)c(C(=O)c2cc(C#N)c(=O)n(-c3ccc(Cl)cc3)c2)c1	103	-9	-24	-3	-0.1	-15	-7	9.6	-12
CCNC(=O)c1c(NC(C)=O)sc2c1CCCC2	97	1	-5	0	0.0	3	-4	-1.5	-3
OC(CNCc1ccc(Cl)cc1)C(F)(F)F (centres undefined)	100	-7	0	3	0.5	6	6	1.3	1
CC1CCN(S(=O)(=O)c2ccc3c(c2)c(=O)c(C(=O)NCc2ccco2)cn3C)CC1	113	4	13	-7	-0.2	8	13	-0.1	13

Random draw from the library; any-hit rate near 2.3%.
